High-throughput results as filed in PubChem BioAssay.
RGS4 inh – human RGS4 inhibition. actives 0.45% (n = 310,000). P49798. HEK293 M3R/RGS4 inducible, Fluo-4 calcium flux; active compounds read high; triggered by carbachol at its EC20. B-score at 10 µM. AID 463165;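 active = B-score, a plate-corrected calcium signal, over three deviations above library mean, with baseline fluorescence within five deviations of library mean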;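 also: RGS4 expression induced by doxycycline in cells with stable M3 receptor; B-score is computed from the integrated fluorescence ratio over baseline after carbachol; higher B-score means a larger calcium signal and so more RGS4 inhibition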
Target sequence (P49798 whole entry, looked up): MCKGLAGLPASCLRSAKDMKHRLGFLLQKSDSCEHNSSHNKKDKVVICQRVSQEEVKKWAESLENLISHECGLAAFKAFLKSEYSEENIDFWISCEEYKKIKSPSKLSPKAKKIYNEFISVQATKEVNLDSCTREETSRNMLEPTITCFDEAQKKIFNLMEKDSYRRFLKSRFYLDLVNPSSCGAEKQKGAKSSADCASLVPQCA
TMEM16A inh – inhibitors of mouse TMEM16A calcium-activated chloride channel. Q8BHY3. HEK293 TMEM16A/YFP iodide influx fluorescence, ionomycin. normalized B-score (activity score, 25-100; higher = stronger inhibition) at 10 µM. actives 1.2% (n = 310,000);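 active = ratio plate-corrected score three or more library SD toward inhibition, starting fluorescence score within five deviations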;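 also: score derived from kinetic fluorescence span divided by baseline fluorescence per well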
KCNK9 block – inhibitors of human KCNK9 two-pore domain potassium channel | AID 488922 | B-score at 10 µM | actives 1.2% (n = 310,000) | Q9NPC2 | HEK293 KCNK9, FluxOR thallium flux fluorescence; active compounds read low;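 active = ratio B-score over 3 SD below the library mean, with starting fluorescence within 5 SD of its mean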;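 also: negative B-score means less thallium flux so channel inhibition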
Target sequence (Q9NPC2 whole entry, looked up, the tested form may be a part): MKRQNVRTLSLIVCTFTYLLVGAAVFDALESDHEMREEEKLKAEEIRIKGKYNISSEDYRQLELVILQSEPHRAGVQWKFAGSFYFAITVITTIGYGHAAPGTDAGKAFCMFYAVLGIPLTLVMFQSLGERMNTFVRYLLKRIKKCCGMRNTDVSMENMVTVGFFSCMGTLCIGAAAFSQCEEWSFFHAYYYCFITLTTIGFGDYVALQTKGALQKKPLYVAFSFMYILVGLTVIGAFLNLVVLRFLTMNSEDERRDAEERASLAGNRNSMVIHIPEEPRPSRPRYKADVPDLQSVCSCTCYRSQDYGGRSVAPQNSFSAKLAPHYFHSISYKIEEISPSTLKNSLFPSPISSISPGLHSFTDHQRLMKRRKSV
hERG rescue – shields human hERG channel from block by proarrhythmic agents; CHO-hERG, FluxOR thallium flux, dofetilide IC70 present; actives 0.51% (n = 310,000); AID 1511; activation (rescue from dofetilide block), less the hit threshold, % at 10 µM; Q12809;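 active = activation above the mean of controls blocked by dofetilide plus 5 SD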;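 also: thallium influx through hERG after potassium depolarization seen as dye fluorescence rise; in these data hits start at about 4.7%; inactives centre near -7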
KCNQ1 pot – potentiates or activates the human KCNQ1 potassium channel; CHO-K1 KCNQ1, thallium flux FluxOR fluorescence; active compounds read high; B-score at 10 µM; actives 0.35% (n = 310,000); AID 2648;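 active = fluorescence ratio B-score, a plate-corrected score, at least three library SD, with initial intensity B-score within 5 SD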
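Test system: CHO-K1 cells stably expressing KCNQ1 / Medium: assay buffer / Also added: depolarizing K+/Tl+ stimulus, K2SO4 and Tl2SO4 each 12.5 mM in 5x stock / Incubation: 90 min dye loading and 20 min compound exposure, both at room temperature / Signal: thallium influx via FluxOR fluorescence, kinetic imaging / Evaluation: B score of baseline-normalized fluorescence ratio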
KCNK3 block – human KCNK3 channel inhibition, primary screen; CHO-KCNK3 thallium flux, FluxOR fluorescence; active compounds read low; B-score at 10 µM; actives 0.84% (n = 340,000); AID 602410;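 active = B-score under library mean minus 4 SD, starting fluorescence ratio at most library mean plus 5 SD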;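 also: more negative B-score means stronger inhibition of thallium flux through KCNK3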
Target sequence (O14649 whole entry, looked up): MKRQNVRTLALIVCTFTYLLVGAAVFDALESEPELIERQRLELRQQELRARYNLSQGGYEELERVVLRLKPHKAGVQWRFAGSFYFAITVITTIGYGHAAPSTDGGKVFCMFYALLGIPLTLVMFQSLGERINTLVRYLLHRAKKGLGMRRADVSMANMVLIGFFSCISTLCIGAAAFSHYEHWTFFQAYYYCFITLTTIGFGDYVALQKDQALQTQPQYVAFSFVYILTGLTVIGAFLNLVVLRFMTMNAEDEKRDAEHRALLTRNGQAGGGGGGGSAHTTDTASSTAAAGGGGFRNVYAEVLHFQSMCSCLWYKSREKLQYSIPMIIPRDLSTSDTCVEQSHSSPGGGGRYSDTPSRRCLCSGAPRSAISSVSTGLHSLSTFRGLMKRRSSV
KCNQ1 block – inhibitors of human KCNQ1 potassium channel; B-score at 10 µM; P51787; CHO-K1 KCNQ1, FluxOR thallium flux fluorescence; active compounds read high; AID 2642; actives 1.3% (n = 310,000);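 active = compounds whose thallium flux B-score, printed positive for inhibition, exceeds three library SD while starting fluorescence stays within three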;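 also: channel opened by potassium depolarization with thallium stimulus after 20 min compound exposure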
SKKanGAS inh – blocks kanamycin growth of S. pyogenes SKKanGAS strain | BacTiter-Glo, 6 h | inhibition, % at 7.5 µM | actives 1.3% (n = 300,000) | AID 1662;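 active = mean replicate score, as percent of positive control median, at least 50; inconclusive = mean below 50 but one replicate at or above 50; inactive = mean and every replicate below 50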;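 also: strain carries kanamycin resistance gene driven by streptokinase promoter and grows in 40 µg/ml kanamycin; loss of luminescence reflects streptokinase promoter inhibition or plain growth inhibition; 0% = median of DMSO wells and 100% = positive control at its reference dose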
TMEM16A act – mouse TMEM16A channel activation, primary screen | actives 0.3% (n = 340,000) | B-score at 10 µM | Q8BHY3 | HEK293 TMEM16A/YFP-H148Q/I152L, iodide quench fluorescence; active compounds read low;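 active = fluorescence-ratio B-score plate-corrected deviation score at least 3 library SD below zero, with starting fluorescence score within 5 deviations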;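 also: channel opened by trigger with iodide after compound preincubation; score built on the fluorescence ratio of max minus min over baseline; more negative score means more quench and so TMEM16A activation or potentiation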
RGS4 pot – RGS4 potentiation or activation | HEK293 M3R/inducible RGS4, carbachol calcium flux Fluo4; active compounds read low | B-score at 10 µM | actives 0.92% (n = 310,000);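 active = B-score of the integrated calcium signal more than 4 SD below the library mean, with starting fluorescence not abnormally high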;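 also: negative B-score means reduced calcium response which marks RGS4 activation or potentiation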
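test system = HEK293 cells with stable M3R and inducible RGS4 | schedule = recording 10 s baseline at 1 Hz, 100 s post-agonist | technique = Fluo4-AM (2 µM) calcium-flux fluorescence, kinetic read | measure = Agonist-evoked peak-minus-minimum fluorescence over baseline, integrated ratio, B score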
HDAC3 inhib – human HDAC3 inhibition | inhibition, % at 8.3 µM | AID 2718 | recombinant HDAC3, fluorogenic peptide/trypsin coupled, fluorescence | actives 0.15% (n = 320,000); in the data active = inhibition above about 26%, passing the limit was not always enough; inconclusive = no clear call, values can overlap the other calls
Starred values were filed as active, the others as inactive; i = inactive; ? = inconclusive; · = no result given.

compound,RGS4 inh,TMEM16A inh,KCNK9 block,hERG rescue,KCNQ1 pot,KCNK3 block,KCNQ1 block,SKKanGAS inh,TMEM16A act,RGS4 pot,HDAC3 inhib
CCN1C(=O)c2ccccc2Sc2ccc(C(=O)NCCN3CCOCC3)cc21,i,i,i,-4,i,i,i,1,i,i,-15
Cc1ccc(NC(=O)COC(=O)CSC(=S)N2CCOCC2)cc1C,i,i,i,-12,i,i,i,-7,i,i,-1
C=C(C)CNC(=O)c1ccc(OC2CCN(S(=O)(=O)N(C)C)CC2)cc1,i,i,i,-4,i,i,i,6,i,i,2
O=C(Nc1cccs1)Nc1c(F)cc(F)cc1Br,i,i,i,-10,i,i,i,3,i,i,-6
COC(=O)c1[nH]c2ccc(C)cc2c1NC(=O)C1=COCCO1,·,i,·,·,·,i,·,-5,i,·,5
CCOC(=O)Cn1c(=O)cc(C)c2cccc(C)c21,i,i,i,-15,i,i,i,7,i,i,8
Cc1ccc(Nc2cc(C)nn2-c2nc(C)cc(=O)[nH]2)cc1,i,i,i,20*,32*,i,i,92*,i,i,-1
COc1ccc(C2C(C(=O)N3CCCCC3)c3ccccc3C(=O)N2C)cc1 (stereo not given),i,i,i,-9,i,i,i,2,i,i,8
CCOC(=O)CNC(=O)CSc1nc(Cc2cccs2)nc2ccccc12,i,i,i,5.2*,i,i,i,8,i,i,3
Cc1noc(C)c1S(=O)(=O)Nc1ccc(C(=O)O)cc1,i,i,i,-4,i,i,i,-2,i,i,-2
CCc1c(C)nc(N)n2c(SCC(=O)N3CCCC(C)C3)nnc12 (stereo not given),i,i,i,-5,i,i,i,7,i,i,-1
COC(=O)c1[nH]c(C)c(/C(O)=C2\C(=O)C(=O)N(CCN(C)C)C2c2cccs2)c1C (stereo not given),i,i,i,-8,i,i,i,3,i,i,4
CCOC(=O)Cn1c(=O)c(-c2ccccc2NCc2ccccc2)nc2ccccc21,i,i,i,-15,i,i,i,-2,i,i,-2
O=C(CSc1nnc(-c2ccco2)n1-c1ccccc1)N1CCN(C(=O)c2ccco2)CC1,i,i,i,-10,i,i,i,0,i,i,8
O=C(CSc1ccc2ccccc2n1)NCCC1=CCCCC1,i,i,i,-12,i,i,i,-15,i,i,-4

In another format: entries from further up
SMILES: COc1ccc(C2C(C(=O)N3CCCCC3)c3ccccc3C(=O)N2C)cc1 (stereo not given)
  RGS4 inh: i
  TMEM16A inh: i
  KCNK9 block: i
  hERG rescue: -9
  KCNQ1 pot: i
  KCNK3 block: i
  KCNQ1 block: i
  SKKanGAS inh: 2
  TMEM16A act: i
  RGS4 pot: i
  HDAC3 inhib: 8
SMILES: CCOC(=O)CNC(=O)CSc1nc(Cc2cccs2)nc2ccccc12
  RGS4 inh: i
  TMEM16A inh: i
  KCNK9 block: i
  hERG rescue: 5.2*
  KCNQ1 pot: i
  KCNK3 block: i
  KCNQ1 block: i
  SKKanGAS inh: 8
  TMEM16A act: i
  RGS4 pot: i
  HDAC3 inhib: 3
SMILES: Cc1noc(C)c1S(=O)(=O)Nc1ccc(C(=O)O)cc1
  RGS4 inh: i
  TMEM16A inh: i
  KCNK9 block: i
  hERG rescue: -4
  KCNQ1 pot: i
  KCNK3 block: i
  KCNQ1 block: i
  SKKanGAS inh: -2
  TMEM16A act: i
  RGS4 pot: i
  HDAC3 inhib: -2
SMILES: CCc1c(C)nc(N)n2c(SCC(=O)N3CCCC(C)C3)nnc12 (stereo not given)
  RGS4 inh: i
  TMEM16A inh: i
  KCNK9 block: i
  hERG rescue: -5
  KCNQ1 pot: i
  KCNK3 block: i
  KCNQ1 block: i
  SKKanGAS inh: 7
  TMEM16A act: i
  RGS4 pot: i
  HDAC3 inhib: -1

Continued.
compound,RGS4 inh,TMEM16A inh,KCNK9 block,hERG rescue,KCNQ1 pot,KCNK3 block,KCNQ1 block,SKKanGAS inh,TMEM16A act,RGS4 pot,HDAC3 inhib
CCn1ccc(C(=O)Oc2ccc(C(C)C)cc2)n1,i,i,i,-5,i,i,i,-14,i,i,-7
COc1cc(/C=N/NC(=O)C(N)=O)cc(OC)c1O,i,i,i,-7,i,i,i,-7,i,i,10
O=c1c2cc(N3CCOCC3)ccc2[nH]c(=S)n1Cc1ccco1,i,i,i,-5,i,i,i,1,i,i,8
O=C(CCN1C(=O)COc2ccccc21)NCCN1CCN(c2cccc(Cl)c2)CC1,i,i,i,-2,i,i,i,-2,i,i,8
N#CCCN(Cc1cccnc1)C(=O)c1ccc(S(=O)(=O)N2CCOCC2)cc1,i,i,i,-7,i,i,i,5,i,i,-3
Cc1nn(-c2ccccc2)c(Cl)c1/C=N\NC(=O)c1cncc(Br)c1,i,i,i,-12,i,i,i,-3,i,i,1
O=C(NCc1cccc(Cl)c1)c1ccc2ccccc2n1,i,i,i,-6,i,i,i,2,i,i,3
Nc1cc(N)cc(C(=O)Nc2ccc3c(c2)C(=O)NC3=O)c1,i,i,i,-5,i,i,i,3,i,i,·
COc1cccc(C(=O)Nc2ccc3[nH]ncc3c2)c1OC,i,i,i,-5,i,i,i,8,i,i,-2
O=C(NCCc1ccc(Cl)cc1)c1ccc(OCC2CCCO2)cc1 (stereo not given),i,i,i,-6,i,i,i,3,i,i,3
CC(=O)c1ccc(NS(=O)(=O)c2cc(-c3cnc(C4CC4)o3)ccc2C)cc1,i,i,i,-4,i,i,i,8,i,i,·
Nc1ccc(Cl)c(-c2nc3ncccc3o2)c1,i,i,i,-4,i,-11*,i,2,i,i,-3
Cc1ccc(S(=O)(=O)n2cnc(C)c2)cc1,i,i,i,-11,i,i,i,-3,i,i,-6
O=C(CNC(=O)c1ccc(Cl)cc1)OCC(=O)c1ccccc1,i,i,i,-4,i,i,i,-3,i,i,-1
CC1(C)OCC(COC(=O)Nc2cccnc2)([N+](=O)[O-])CO1,i,i,i,-10,i,i,i,1,i,i,-4
CC(C)C(=O)Nc1ccc(Oc2ccc3c(c2)C(=O)NC3=O)cc1,i,i,i,-10,i,i,i,3,i,i,3
CC(CC(=O)N1CCN(S(=O)(=O)c2ccc(Cl)cc2)CC1)n1cncn1 (stereo not given),i,i,i,-2,i,i,i,3,i,i,-1
CCCc1cc(C(=O)N2CCN(C(c3ccccc3)c3ccccc3)CC2)no1,i,i,i,-11,i,i,10*,17,i,-7.4*,-5
Cc1cc(-c2csc(NC(=O)c3ccc(=O)n(C)n3)n2)c(C)n1CC1CCCO1 (stereo not given),i,i,i,-23,i,i,i,-15,i,i,6
COC(=O)Cc1ccc(NC(=S)NCc2ccc(F)cc2)cc1,i,i,i,-6,i,i,i,-3,i,i,·
Cc1cn(Cc2ccccc2)c(=O)[nH]c1=O,i,i,i,1,i,i,i,-3,i,i,2
O=c1[nH]c(Cc2cccs2)nc2scc(-c3ccc(Cl)cc3)c12,i,i,i,-10,i,i,i,15,i,i,0
O=C(N/N=C/c1ccncc1)c1ccc(NC(=O)c2ccc(Cl)cc2)cc1,i,i,i,-9,i,i,i,-1,i,i,3
O=C(c1cccc(NS(=O)(=O)c2cccc(F)c2)c1)N1CCCC1,i,·,i,-6,i,i,i,-8,i,i,·
Cc1ccc(NC(=S)Nc2cc(C(=O)O)ccc2N2CC3CC(C2)c2cccc(=O)n2C3)cc1C (stereo not given),i,i,i,-18,i,i,i,-2,i,i,5
COc1cccc(C(=O)Nc2nnc(CCS(=O)(=O)c3ccc(C)cc3)s2)c1,i,i,i,-9,i,i,i,3,i,i,1
CNc1ncc(C(=O)c2ccc(Br)cc2)s1,i,·,i,-12,i,i,i,-14,i,i,·
Cc1cc(NC(=O)NC(C(F)(F)F)C(F)(F)F)no1,i,i,i,-13,i,i,i,2,i,i,-2
Cc1ccc(NC(=O)CSc2n[nH]c(-c3ccco3)n2)c(C)c1,i,i,i,-11,i,i,i,?,i,i,-4
Cc1ccccc1NC(=O)COC(=O)C1(C)CC1(Cl)Cl (stereo not given),i,i,i,-12,i,i,i,0,i,i,2

A draw from above in order of count of non-hydrogen atoms, largest number first:
compound,RGS4 inh,TMEM16A inh,KCNK9 block,hERG rescue,KCNQ1 pot,KCNK3 block,KCNQ1 block,SKKanGAS inh,TMEM16A act,RGS4 pot,HDAC3 inhib
O=C(CCN1C(=O)COc2ccccc21)NCCN1CCN(c2cccc(Cl)c2)CC1,i,i,i,-2,i,i,i,-2,i,i,8
COc1cccc(C(=O)Nc2nnc(CCS(=O)(=O)c3ccc(C)cc3)s2)c1,i,i,i,-9,i,i,i,3,i,i,1
Cc1ccc(NC(=O)COC(=O)CSC(=S)N2CCOCC2)cc1C,i,i,i,-12,i,i,i,-7,i,i,-1

Other records.
compound,RGS4 inh,TMEM16A inh,KCNK9 block,hERG rescue,KCNQ1 pot,KCNK3 block,KCNQ1 block,SKKanGAS inh,TMEM16A act,RGS4 pot,HDAC3 inhib
CCOc1ccc(NC(=O)Nc2ccc(NC(C)=O)cc2)cc1,i,i,i,-2,i,i,i,8,i,i,-3
COc1cccc(-c2c(NC(=O)c3ccco3)oc3ccccc3c2=O)c1,i,i,i,-9,i,i,i,-4,i,i,-5
CC(C)C12CCC(C(=O)O)C(C1)C(=O)O2 (stereo not given),i,i,i,-10,i,i,i,0,i,i,5
Cc1ccccc1NC(=S)NC(NC(=O)c1ccccc1C)C(Cl)(Cl)Cl (stereo not given),i,i,i,-7,i,i,i,10,i,i,1
CCN1CCC(NC(=O)Nc2ccc(F)cc2F)CC1,i,i,i,-12,i,i,i,1,i,i,-3
CC(=O)N1c2ccc(S(=O)(=O)N3CCC(C(=O)NC(C)c4ccccc4)CC3)cc2CC1C (stereo not given),i,i,i,-15,i,i,i,-1,i,i,4
Cc1cc(NC(=O)CCC(=O)N(CC(=O)NCC2CCCO2)c2cccc(F)c2)no1 (stereo not given),i,i,i,-4,i,i,i,13,i,i,-1
CC1CCCC(NC(=O)c2ccc(CNc3c(N4CCCC4)c(=O)c3=O)cc2)C1C (stereo not given),i,i,i,-4,i,i,i,-4,i,i,-1
C=CCn1c(SCC(=O)N2N=C(c3ccco3)CC2c2ccco2)nnc1-c1ccncc1 (stereo not given),i,i,i,-5,i,i,i,-10,i,i,·
Cc1ccc2c(CC(=O)OC3CCOC3=O)coc2c1 (stereo not given),i,i,i,-11,i,i,i,2,i,i,2
O=C(Nc1ccc(S(=O)(=O)N2CCOCC2)cc1)c1ccc(Cl)cc1,i,i,i,-7,i,i,i,-8,i,i,-2
